Nrf2 ARE act: Nrf2 pathway activation. AREc32 ARE-luciferase reporter (MCF7-derived line), luminescence, 24 h. Potency, µM (top dose mostly 46.1 µM), without a hit: at the top dose activation, actives largely listed as activators. AID 624171. 410,000 tested, 0.31% active; further: potency means the concentration at half of the fitted maximal effect; % of control where 0% means no effect; nearly all actives have a fitted effect of over 65% in size
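ARE activation measured as luciferase luminescence (Steady-Glo, 30 min RT) in AREc32_Fluc cells after 24 hr compound exposure at 37 deg C, 5% CO2; cells seeded overnight at 1000/well in OPTI-MEM, 5% FBS.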
EPAC2 agonist: agonists of human EPAC2 (RAPGEF4) | Q8WZA2 | EPAC2 activation, biochemical qHTS; response scale: 100% = 6.5 mM cAMP response | Potency, µM (titrated, usually from 154 µM), inactives show at the highest dose activation, usual class: activators | 360,000 tested, 0.079% active; further: potency means the concentration at half of the fitted maximal effect; nearly all actives have a fitted effect of over 50% in size
Target sequence (Q8WZA2 whole entry, looked up): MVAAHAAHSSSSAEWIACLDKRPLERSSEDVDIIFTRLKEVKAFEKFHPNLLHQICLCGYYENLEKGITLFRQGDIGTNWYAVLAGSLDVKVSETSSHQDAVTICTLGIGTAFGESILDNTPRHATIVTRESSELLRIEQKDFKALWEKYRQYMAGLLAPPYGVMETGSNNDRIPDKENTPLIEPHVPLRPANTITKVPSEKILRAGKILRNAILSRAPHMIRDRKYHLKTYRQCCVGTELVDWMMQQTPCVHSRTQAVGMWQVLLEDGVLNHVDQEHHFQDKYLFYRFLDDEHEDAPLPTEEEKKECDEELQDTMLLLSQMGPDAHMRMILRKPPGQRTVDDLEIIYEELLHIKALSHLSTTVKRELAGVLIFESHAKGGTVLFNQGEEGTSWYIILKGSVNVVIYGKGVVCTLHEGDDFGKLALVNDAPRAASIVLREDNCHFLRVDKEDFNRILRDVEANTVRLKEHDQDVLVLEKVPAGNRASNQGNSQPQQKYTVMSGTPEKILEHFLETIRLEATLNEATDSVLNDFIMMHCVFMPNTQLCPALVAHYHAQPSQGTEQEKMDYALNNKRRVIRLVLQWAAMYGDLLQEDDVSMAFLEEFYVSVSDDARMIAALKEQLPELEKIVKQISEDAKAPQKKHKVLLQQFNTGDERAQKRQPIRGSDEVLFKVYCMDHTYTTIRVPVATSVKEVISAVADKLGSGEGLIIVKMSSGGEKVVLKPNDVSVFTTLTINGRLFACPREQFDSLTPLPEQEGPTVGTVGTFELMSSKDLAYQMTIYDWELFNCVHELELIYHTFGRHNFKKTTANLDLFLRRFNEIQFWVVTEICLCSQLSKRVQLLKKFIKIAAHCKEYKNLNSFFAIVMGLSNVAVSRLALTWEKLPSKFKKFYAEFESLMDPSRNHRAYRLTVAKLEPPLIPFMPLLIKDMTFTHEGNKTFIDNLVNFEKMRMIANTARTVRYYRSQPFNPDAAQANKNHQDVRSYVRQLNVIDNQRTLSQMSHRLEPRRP
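Each well held 100 nM EPAC2, 250 nM RAP1B-BODIPY-GDP and 50 uM GDP. Fluorescence, read at 5-min intervals to 30 min, was referenced to a 6.5 mM cAMP positive control.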
S2 tox: reduces viability in counter-screen for ATXN expression inhibitors; Potency, µM (top dose mostly 56.7 µM), most hits filed as cytotoxic; 400,000 tested, 0.49% active; S2 cells (HEK-293 line with an ATXN2-luciferase reporter) viability, CellTiter-Fluor protease fluorescence, 24 h; further: potency means the concentration at half of the fitted maximal effect; nearly all actives have a fitted effect of over 40% in size
A549 tox: counter-screen for Nrf2 inhibitors: cytotoxicity in A549 cells | Potency, µM (highest dose often 46 µM), without a hit: top-dose activity change, negative = cytotoxicity, most hits filed as inhibitors | 390,000 tested, 0.16% active | A549 ARE-Fluc cells, CellTiter-Fluor viability, 18-24 h; further: potency means the concentration at half of the fitted maximal effect; on the % scale 0 is the no-effect control and ±100 the full control effect
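A549 ARE-Fluc cells in 5% FBS OPTI-MEM, 5000 cells/well, rested 2 h then exposed to compounds in concentration-response for 18-24 h at 37 °C. Viability by CellTiter-Fluor fluorescence (Ex 405/Em 525) after 30 min; luciferase luminescence (BugLite, 15 min, RT) read afterwards.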
IL2 activator: activates IL-2 in a cell-based reporter assay | IL-2 activation reporter assay, cell-based qHTS; stimulated with anti-CD3/CD4/CD28 beads; in transgenic mouse T cells | activation, % (series mostly up to about 46 µM) | 360,000 tested, 0.065% active; in the data active means activation above about 50%; inconclusive means mostly about 30% to 49%; further: 0% is about no effect
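Unstimulated transgenic mouse T cells; 60-min compound exposure; bead-based TCR/CD4/CD28 stimulation; 18 h culture, 37 degrees C; dual fluorescence (EGFP, DsRed) plate cytometry.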
TGFb SMAD3 inh: TGF-b pathway inhibition. HepG2 CAGA-GFP TGF-b/SMAD3 reporter, GFP fluorescence, 18 h; TGF-beta stimulated, 500 pg/mL final. AID 588855. Potency, µM (series often up to 46.1 µM), for the others: at the highest dose activity, negative = inhibition, hits mostly inhibitors. 410,000 tested, 1.2% active; further: potency means the concentration at half of the fitted maximal effect; on the % scale 0 is the no-effect control and ±100 the full control effect; nearly all actives have a fitted effect of over 65% in size
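Inhibition was scored as loss of TGF-beta-induced (500 pg/mL final, 18 hours, 37 degrees C) GFP in HEPG2 cells carrying a CAGA-GFP reporter, in DMEM with 1% FBS. Well GFP was summed per cell; Activity was normalised to unstimulated and stimulated DMSO wells, then concentration-response fitting.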
ATXN2 expr inh: inhibitors of ATXN2 expression; HEK-293 ATXN2-luciferase reporter, luminescence, 24 h; Potency, µM (doses to about 57 µM), for inactives: top-dose activity change, negative = inhibition, usual class: inhibitors; 360,000 tested, 0.72% active; AID 1745845; further: potency means the concentration at half of the fitted maximal effect; on the % scale 0 is the no-effect control and ±100 the full control effect; nearly all actives have a fitted effect of over 55% in size
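qHTS (up to 57 uM final) was run with 24 h compound exposure of reporter cells at 37 °C. Each well was multiplexed: SteadyGlo luminescence measured ATXN2-luciferase expression after a fluorogenic Gly-Phe-AFC viability readout (25 uM final).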
HepG2 viability: HepG2 cytotoxicity, counter-screen for TGF-b inhibitors; HepG2 CAGA-GFP viability, ATP luminescence, 18 h; Potency, µM (titrated, usually from 46.1 µM), without a hit: top-dose activity change, negative = cytotoxicity, hits mostly cytotoxic; 410,000 tested, 0.76% active; AID 588856; further: potency means the concentration at half of the fitted maximal effect; some results filed as inactive show a strong effect at the top dose
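HepG2 CAGA-GFP cells (1000/well, DMEM with 1% FBS) received compound, then TGF-beta at 500 pg/mL final, and were incubated 18 hours at 37 degrees C. Viability was read by CellTiter-Glo luminescence. Media-only wells were set as complete cell-killing and DMSO as no toxicity.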
Nrf2 block: blocks Nrf2 signaling | A549 ARE-Fluc reporter, luciferase luminescence, 18-24 h | Potency, µM (top dose mostly 46 µM), inactives show at the highest dose activity change, negative = inhibition, hits mostly inhibitors | 360,000 tested, 2.1% active | AID 504444; further: potency means the concentration at half of the fitted maximal effect; on the % scale 0 is the no-effect control and ±100 the full control effect; nearly all actives have a fitted effect of over 60% in size
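In this cell-based qHTS, ARE-driven firefly luciferase in A549 cells reports Nrf2 activity; the luminescent signal after BugLite lysis is the measured value, with a prior CellTiter-Fluor read for cell health.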
* hit, by the source's call; i = inactive; ? = inconclusive; . = no result given; [ ] = remark or other dose. Unless noted, the call rests on the fitted dose curve; in most records, active means well fitted curve in the direction sought with a large enough effect; inconclusive means small, poorly fitted or top-dose-only effect, or another doubt; inactive means no such curve, though single readings can be large; an effect the other way counts as inactive or inconclusive.

Structure | S2 tox | Nrf2 ARE act | EPAC2 agonist | IL2 activator | ATXN2 expr inh | Nrf2 block | TGFb SMAD3 inh | HepG2 viability | A549 tox
O=C(COc1ccc(Cl)cc1)Nc1ccc(C(=O)OCc2cc(=O)n3ccsc3n2)cc1 | ? | -0.7% | . | . | -17.1% | . | ? | 0.5% | -4.5%
COc1cc(C2NC(=O)NC(C)=C2C(=O)OC(C)(C)C)ccc1OCC(N)=O (centres undefined) | . | -0.8% | -0.3% | 1.2 | . | -4.4% | -30.0% | 1.1% | 1.2%
COc1ccc(/C=C/C(=O)c2cc(Cl)cc(Cl)c2O)c(OC)c1 | i | 3.5% | -0.8% | -1.5 | -4.0% | -17.6% | 2.1% | 9.5% | -1.0%
CSCCC(NS(=O)(=O)c1cccs1)C(=O)Nc1ccc(C)c(Cl)c1 (centres undefined) | ? | 3.4% | . | . | -13.4% | 3.2% | -1.4% | -14.0% | -2.6%
COc1ccc(/C=N/Nc2nc(NCc3ccco3)nc(Nc3ccc(OC)cc3)n2)cc1 | i | 1.7% | 8.1% | -0.2 | 7.2% | 16.0% | 0.0% | -26.9% | ?
COC(=O)c1cccnc1-n1c(=O)c2cccnc2n(CC(=O)Nc2ccc(C)cc2C)c1=O | . | 0.3% | . | . | . | -1.9%[9.27 µM] | 0.0% | 7.2% | -9.0%
CC(C)c1ccc(NC(=O)CCS(=O)(=O)c2ccc3c(c2)CC(=O)N3C)cc1 | i | 0.4% | . | . | 5.0% | ? | ? | -18.3% | -1.5%
N=NC(=O)c1ccccc1Nc1c(O)[nH]c2ccccc12 | ? | 3.7% | -14.0% | -4.1 | 0.0% | ? | 0.0% | -74.3% | -17.2%
COc1ccc(NC(=O)c2ccccc2NC(=O)C2CCCCC2C(=O)O)cc1 (centres undefined) | i | -0.4% | 9.2% | 0.1 | 30.9%[activator] | 11.4% | 6.2% | -2.3% | -3.8%
CCOc1ccc(C2C(C#N)=C(N)Oc3cc(C)n(Cc4ccco4)c(=O)c32)cc1OC (centres undefined) | i | 2.2% | -11.3% | 0.1 | 4.1% | -7.6% | 1.5% | -1.0% | 2.7%
O=C(C1CCN(Cc2ccc(Cl)cc2)CC1)N1CCN(Cc2ccc3c(c2)OCO3)CC1 | i | 0.2% | -0.6% | -2.4 | -21.6% | ? | -12.1% | -1.9% | -11.6%
O=C(/C=C/c1cccc([N+](=O)[O-])c1)n1cnc2ccccc21 | . | ? | 5.8% | 0.1 | ? | ? | ? | -20.2% | ?
O=C(O)CCC(=O)Nc1sc2c(c1C(=O)NC1CCCC1)CCCC2 | i | 0.3% | -5.7% | -0.7 | 2.4% | -13.3% | -20.5% | 5.4% | -9.4%
CC(C)(C)NC(=O)c1ccc2c(c1)C(=O)N(Cc1ccco1)C2=O | i | 1.2% | 10.0% | -0.2 | 243.2%[activator] | 0.5% | -11.7% | -28.8% | 8.6%
O=C(Nc1ccc(Cl)cc1)c1cnn2c1NC(c1ccccc1)=CC2c1ccccc1 (centres undefined) | . | -2.2% | . | . | ? | ? | ? | -31.0% | -16.3%
CCN1CCCC1CNC(=O)c1ccccc1Cl (centres undefined) | i | -0.8% | -12.3% | 0.4 | 2.3% | . | 53.1%[activator] | -7.4% | 16.4%
COc1ccc(CNC(=O)CN2CCN(c3ccc(F)cc3)CC2)cc1 | i | 2.4% | -2.3% | -0.3 | . | 7.6% | 1.5% | -17.7% | 0.0%
Cn1nc(CC#N)c2c(=N)n(N)cnc21 | i | -0.1% | 6.5% | -0.9 | -4.6% | -5.9% | 9.3% | -5.0% | -8.2%
COc1ccc(C(CNC(=O)C(CCSC)NC(=O)c2ccccc2Cl)N2CCOCC2)cc1 (centres undefined) | i | -0.3% | 5.5% | 0.5 | -3.7% | 17.7% | ? | -6.3% | 6.1%
Cc1cc(C)c2cc3c(ccn3C3OC[C@H](O)[C@H](O)[C@H]3O)cc2n1 (some centres undefined) | i | 5.2% | -6.8% | 0.9 | -2.4% | 4.9% | 3.3% | -6.9% | 1.3%
COc1ccc2oc(-c3ccco3)cc(=O)c2c1 | i | ? | 4.0% | -2.7 | 7.9% | ? | 2.1% | -17.6% | 0.1%
O=C(CSc1nnc(C2CC2)n1-c1ccccc1)Nc1ccc(N2CCOCC2)cc1 | i | 0.0% | 7.0% | -0.8 | 4.9% | 3.3% | -0.4% | -2.3% | 3.8%
Nc1ccc(O)cc1C(=O)OCC(=O)C12CC3CC(CC(C3)C1)C2 | i | 11.4% | 13.2% | 0.5 | 6.7% | . | 8.8% | -7.0% | -8.1%
COC(=O)c1ccc(/C=N/NC(=O)CC(=O)NCC(C)C)cc1 | i | 2.1% | 3.0% | 0.0 | -7.8% | 11.2% | -5.4% | -8.1% | 2.4%
CCCOc1ccc(C(=O)Nc2cc(-c3nc4ccccc4[nH]3)ccc2C)cc1 | ? | 5.7% | . | . | -3.0% | ? | -7.3% | -0.8% | -9.6%
CN(CCc1ccccc1)C1CCCN(S(=O)(=O)c2cccc(F)c2)C1 (centres undefined) | i | -0.1% | 12.3% | -3.0 | -0.7% | -6.9% | 0.6% | -11.3% | 2.6%
c1nnc(NC2=NCCCCC2)s1 | i | 0.2% | 14.3% | 0.2 | 12.1% | -13.1% | 5.7% | -11.7% | 7.6%
O=C(O)CCc1nn2c3ccccc3n(Cc3ccccc3)c2nc1=O | i | -1.0%[9.22 µM] | 0.2% | -2.0 | 2.7% | -10.6% | 1.1% | -3.2% | 6.0%
COc1cccc(CNc2ccc3c(c2)CCC3)c1 | i | 2.6% | 4.1% | -3.0 | 37.8% | ? | ? | -23.8% | 1.5%
CCN(C(=O)CN1CCCC(C)C1)c1c(N)n(Cc2ccccc2)c(=O)[nH]c1=O (centres undefined) | i | -0.9% | 0.1% | -3.3 | -3.5% | 8.7% | 3.7% | 9.7% | -0.7%
COc1ccc(NC(=O)CN2CCN(CC(=O)Nc3ccc(OC)cc3)CC2)cc1 | . | -0.3% | 3.3% | 0.5 | -31.7% | 11.2% | -2.0% | 3.4% | -1.1%
CC(C)(C)c1cc(CCC(=O)NCCc2ccccn2)cc(C(C)(C)C)c1O | i | 0.1% | 0.6% | -0.4 | -0.6% | -18.0% | -1.7% | -8.4% | -2.7%
Cc1nn(CC(=O)Nc2ccccc2)c(=O)c2ccccc12 | i | 1.9% | 6.1% | 1.0 | -0.7% | 10.8% | 2.0% | 7.2% | -4.3%
Cc1ccc(C(=O)Nc2cc(Cl)ccc2-n2cncn2)o1 | i | 7.0% | 9.4% | 0.9 | 23.8% | 18.2% | -3.3% | -3.9% | 0.1%
CCOC(=O)C1CCN(c2ncnc3c2cnn3C)CC1 | i | -0.2% | 9.7% | -2.9 | . | -16.2% | -11.0% | -12.5% | 9.3%
COc1ccccc1CNC(=O)c1c[nH]c2ccc(S(=O)(=O)Nc3cc(C)cc(C)c3)cc2c1=O | ? | 0.4% | . | . | 0.0% | . | ? | -38.5% | -10.4%
CSc1nnc(NC(=O)c2ccc(S(=O)(=O)N3CCOCC3)cc2)s1 | i | 1.8% | -1.7% | -2.2 | 25.7% | 13.1% | -4.9% | 8.3% | -1.7%
CN1CCN(C(=S)NC(=O)c2ccc(Br)cc2)CC1 | i | -0.5% | 5.1% | -3.7 | 4.3% | 4.3% | -12.2% | -14.2% | 2.2%
COc1ccccc1NC(=O)/C(=C/c1ccncc1)NC(=O)c1ccccc1 | i | 6.7% | 11.2% | 0.4 | 5.3% | 5.0% | 3.9% | -5.8% | -11.7%
Cc1cc(Cl)ccc1N(CC(=O)N=Nc1c(O)[nH]c2ccccc12)S(C)(=O)=O | i | 0.7% | 27.7% | 1.7 | -5.7% | . | ? | -14.5% | -9.5%
CNC(=O)NC(=O)CSc1ccc(NC(C)=O)cc1 | i | -0.2% | -17.6% | -1.5 | 6.8% | 5.4% | 11.6% | 3.9% | 2.4%
O=C(COC(=O)/C=C/c1ccc(F)cc1)NC(=O)NCc1ccccc1 | i | -0.6% | 6.1% | 0.1 | . | . | -0.3% | -0.9% | .
[O-][N+]12CC[N+]([O-])(CC1)c1ccccc12 | i | -0.3% | -17.2% | -2.4 | -0.5% | . | -9.8% | -0.8% | -1.7%
CCOC(=O)N1CCC(=NNC(N)=O)CC1 | i | -0.8% | 6.8% | -0.1 | 5.3% | -0.8% | -17.9% | -7.2% | 6.9%
CN(C)S(=O)(=O)c1ccc(C(=O)OCC(=O)c2ccc(OC(F)F)cc2OC(F)F)cc1 | i | 2.6% | 7.0% | -0.8 | -3.6% | . | 0.0% | -3.3% | 0.5%
COc1cccc(NC(=O)C2CCCN(S(=O)(=O)c3ccc4[nH]c(=O)ccc4c3)C2)c1 (centres undefined) | i | 6.1% | . | . | 7.2% | . | -4.0% | 5.6% | 12.2%
COCCn1c(C)cc(C(=O)COC(=O)/C=C/c2cccc(OC)c2)c1C | i | 10.3% | -0.7% | 1.2 | -8.2% | 22.6% | 3.2% | 6.2% | -7.7%
Cc1ccc2cc(CN(CC(C)C)C(=O)C3CCCO3)c(=O)[nH]c2c1 (centres undefined) | i | -0.9% | -5.4% | -0.3 | 0.6% | -4.4% | ? | -4.0% | -3.4%

Some entries already given with just Nrf2 block and Nrf2 ARE act.
SMILES	Nrf2 block	Nrf2 ARE act
COCCn1c(C)cc(C(=O)COC(=O)/C=C/c2cccc(OC)c2)c1C	22.6%	10.3%
Cc1ccc2cc(CN(CC(C)C)C(=O)C3CCCO3)c(=O)[nH]c2c1 (centres undefined)	-4.4%	-0.9%

The order is random. Share with any hit: about 4.3%.
